Source: PubChem (The Scripps Research Institute Molecular Screening Center)
CHO-K1 Ca antag: M1 antagonist counterscreen hit in parental CHO-K1 cells; ATP-induced calcium, Fluo-8 fluorescence; inhibition, % at 3 µM; 360,000 tested, 0.6% active;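 active = inhibition above a per-plate cutoff, the plate's mean sample inhibition plus 3 SD, cut at about 24% in these data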;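 also: 0% = DMSO plus EC80 ATP and 100% = DMSO alone without ATP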
OXTR potentiator: human OXTR potentiators, primary screen, fluorescence, CHO-OTR cells, Fluo-8 calcium | AID 2445, 2010 | 320,000 tested, 0.061% active | Oxytocin receptor (Homo sapiens), P30559 | activation, % at 3 µM | Fluo-8 calcium fluorescence, potentiator mode; 0% = oxytocin EC15, 100% = EC100;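 active = activation above that plate's cutoff, the mean activation of tested compounds plus 3 SD, cut at about 6.6% in these data, passing the limit was not always enough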;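 also: 100% uses oxytocin at 75 nM as the full agonist control; some results filed as inactive read as strong as hits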
Target sequence (P30559 whole entry, looked up): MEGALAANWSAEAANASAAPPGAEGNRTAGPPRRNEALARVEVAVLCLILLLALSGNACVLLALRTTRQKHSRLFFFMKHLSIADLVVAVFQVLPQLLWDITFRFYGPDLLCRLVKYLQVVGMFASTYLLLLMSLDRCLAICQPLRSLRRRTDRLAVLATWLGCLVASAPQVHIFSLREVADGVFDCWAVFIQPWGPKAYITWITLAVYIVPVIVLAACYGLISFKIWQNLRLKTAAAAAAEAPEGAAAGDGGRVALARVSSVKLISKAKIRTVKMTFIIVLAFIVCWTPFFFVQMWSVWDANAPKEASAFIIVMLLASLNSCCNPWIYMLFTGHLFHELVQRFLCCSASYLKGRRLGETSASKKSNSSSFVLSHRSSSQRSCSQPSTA
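System: human OTR in CHO cells; Also added: sub-maximal oxytocin, roughly EC15; Timing: compound 6 min at room temperature before oxytocin, 100 s read; Technique: Fluo-8 intracellular calcium fluorescence, ex 470-495, em 515-575 nm; Controls: oxytocin EC15 low and EC100 high; Replication: singlicate.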
TAAR1 agonist: human TAAR1 agonists, primary screen, Fluo-8 calcium fluorescence, CHO RD-HGA16 cells. vehicle wells 0%, saturating PEA agonist 100%. activation, % at 3 µM. 360,000 tested, 0.99% active;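 active = activation above the mean activation of all test compounds in the run plus 3 SD, cut at about 38% in these data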
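Test system: RD-HGA16 (CHO) cells co-expressing Gα16 and hTAAR1 / Benchmarks: DMSO vehicle as 0%, PEA at EC100 as 100% / Repeats: no replicates (n 1) / Measure: % activation from peak over basal fluorescence ratio, DMSO-to-PEA scaled / Timing: 17-24 h plating, Fluo-8 75 min 37 °C, 30 min RT / Technique: kinetic Fluo-8 calcium fluorescence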
CHO-K1 Ca PAM: nonselective calcium activators in parental CHO-K1 cells, primary screen, counter-screen for M1 PAM project, cell-based, Fluo-8 calcium fluorescence, full deck, 1536-well. ATP EC20; 0% at ATP EC20, 100% at ATP max. 360,000 tested, 0.02% active. activation, % at 3 µM;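 active = activation above the run cutoff, the mean activation of all test compounds plus 3 SD, cut at about 40% in these data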;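 also: peak over basal fluorescence ratio in a 140 s read after ATP addition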
CHO parental Ca: ATP-evoked calcium signal inhibitors, parental CHO, primary screen, counter-screen for OX1R antagonist project, cell-based, fluorescence, Fluo-8 calcium dye | inhibition, % at 5.6 µM | 330,000 tested, 0.63% active | parental CHO-K1, ATP-induced calcium, Fluo-8 fluorescence | AID 463079, 2010;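 active = inhibition above that plate's mean sample inhibition plus 3 SD, cut at about 26% in these data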;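 also: 0% = ATP-challenged DMSO wells and 100% = DMSO wells without ATP; some compounds past the cut are filed as inactive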
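Material – parental CHO cells · Reagent – ATP stimulus · Compound – single nominal dose of 5.6 µM per compound · Detection – Fluo-8 fluorescence · Read-out basis – percent inhibition of calcium signal · Controls – ATP-challenged DMSO wells low, unchallenged DMSO wells high · Repeats – no replicates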
M1 ag: human M1 muscarinic receptor agonists, primary screen, Fluo-8 calcium fluorescence, CHO-K1 cells, HTS; Muscarinic acetylcholine receptor M1 (Homo sapiens), P11229; CHO-K1 hM1, agonist mode; 0% DMSO, 100% acetylcholine EC100; activation, % at 3 µM; 360,000 tested, 0.33% active; AID 588814, 2011;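 active = activation above the run's mean compound activation plus 3 SD, cut at about 16% in these data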;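 also: peak over basal fluorescence ratio within a 140 s kinetic read after compound addition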
Target sequence (P11229 whole entry, looked up): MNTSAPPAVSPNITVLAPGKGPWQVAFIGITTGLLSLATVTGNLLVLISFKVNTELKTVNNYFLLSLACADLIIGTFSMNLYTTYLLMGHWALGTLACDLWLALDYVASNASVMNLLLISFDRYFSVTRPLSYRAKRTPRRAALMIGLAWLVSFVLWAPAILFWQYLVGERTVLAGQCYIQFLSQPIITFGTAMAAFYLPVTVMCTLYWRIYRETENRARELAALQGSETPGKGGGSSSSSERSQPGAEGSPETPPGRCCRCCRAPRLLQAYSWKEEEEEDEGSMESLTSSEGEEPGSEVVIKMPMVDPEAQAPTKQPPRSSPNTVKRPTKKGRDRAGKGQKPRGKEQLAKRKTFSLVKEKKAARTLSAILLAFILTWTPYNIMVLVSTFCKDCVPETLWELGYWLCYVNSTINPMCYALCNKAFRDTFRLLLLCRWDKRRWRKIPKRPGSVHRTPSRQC
M1 antag: human M1 muscarinic receptor antagonists, primary screen, CHO-K1 cells, Fluo-8 calcium fluorescence, 1536-well | CHO-K1 hM1, ACh EC80 antagonist | inhibition, % at 3 µM | 360,000 tested, 1.3% active | Muscarinic acetylcholine receptor M1 (Homo sapiens), P11229;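 active = percent inhibition above its own plate's cutoff, namely the mean of that plate's compound wells plus 3 SD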;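 also: peak over basal fluorescence ratio during 140 s after agonist addition; 0% = ACh EC80 plus DMSO and 100% = DMSO alone without agonist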
CHO-K1 Ca ag: counter-screen for M1 agonists: effect in parental CHO-K1 cells. Fluo-8 calcium fluorescence; scaled to maximal ATP response, vehicle zero. activation, % at 3 µM. 360,000 tested, 0.48% active; in the data active = activation above about 15%;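 also: untransfected CHO-K1 host cells lacking M1 receptor as counterscreen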
TAAR1 antag: human TAAR1 antagonists, primary screen, Fluo-8 calcium fluorescence, CHO RD-HGA16 cells. antagonist. AID 624466, 2012. 360,000 tested, 1.5% active. Trace amine-associated receptor 1 (Homo sapiens), Q96RJ0. inhibition, % at 3 µM;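 active = inhibition above a per-plate cutoff, the mean inhibition of test compounds on that plate plus 3 SD, cut at about 49% in these data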;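 also: 0% = DMSO plus EC80 beta-PEA response and 100% = DMSO alone without agonist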
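test system = CHO RD-HGA16 cells bearing hTAAR1 | replication = singlicate | controls = DMSO-only wells and EC80 β-PEA-stimulated wells | reagent = EC80 β-phenethylamine stimulus | read-out basis = percent inhibition of PEA-evoked calcium signal, max/basal emission ratio | schedule = seeding 17-24 h prior, 75-min 37 °C, 30-min RT dye loading | signal = kinetic Fluo-8 calcium fluorescence measurement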
An asterisk follows results filed as active; / = not tested or not shown.

molecule	CHO-K1 Ca antag	OXTR potentiator	TAAR1 agonist	CHO-K1 Ca PAM	CHO parental Ca	M1 ag	M1 antag	CHO-K1 Ca ag	TAAR1 antag
COc1ccc(CCNC(=O)CN2c3cccc4cccc(c34)S2(=O)=O)cc1OC	1.3	-8.3	2.5	-2.7	-26.5	0.4	-20.6	1.0	-13.4
COc1cc(OC)cc(C(C(=O)NCc2ccccc2)N(Cc2ccco2)C(=O)c2ccno2)c1 (configuration not stated)	4.9	-16.2	/	-4.5	-4.2	-2.3	23.3	1.6	/
O=c1c(-c2ccco2)[n+]([O-])c2ccccc2n1OCc1ccccc1[N+](=O)[O-]	-3.0	-8.8	4.8	14.6	-11.0	-7.0	-3.4	1.3	9.4
CCOc1ccc(N(C(C)C(=O)NN=C2CCCCCCC2)S(C)(=O)=O)cc1 (configuration not stated)	-7.9	-8.0	7.3	21.6	-11.4	-4.0	-5.5	0.0	8.8
O=C1NC[C@H](CCCCN2CCN(CCC3CCCCC3)C(=O)C2=O)N(CCc2ccccc2)C1=O	-11.5	/	1.8	-4.6	/	/	/	-0.2	-8.1
CCOc1ccc(C2CC(=O)N(Nc3ccc([N+](=O)[O-])cc3[N+](=O)[O-])C2=O)cc1 (configuration not stated)	-13.5	-2.6	-1.3	11.3	-20.0	-4.1	-6.1	1.4	-3.5
Cc1ccccc1-c1nc(NCCN(C)C)nc2ccsc12	1.5	/	1.0	7.6	/	-8.1	88.2*	1.4	-10.1
O=C(C1CCCN(S(=O)(=O)c2cc(Cl)ccc2Cl)C1)N1CCOCC1 (configuration not stated)	14.3	-2.0	4.4	-24.0	-8.4	-2.6	-2.7	3.9	-17.2
O=C(NC1CC1)c1cc(Cl)ccc1[N+](=O)[O-]	-2.0	-1.0	8.3	7.5	-1.8	-2.3	6.3	0.3	3.0
Cc1ccc(-c2nc3c(c(=O)c4ccccc4n3C)c(=O)n2-c2ccc(F)cc2)cc1	4.2	-5.8	1.3	10.1	-27.0	-2.0	-3.8	8.6	-29.0
CC(=O)Nc1ccc(CN2CCc3c([nH]c4ccccc34)C2c2ccccn2)cc1 (configuration not stated)	-0.3	-11.3	7.4	-1.0	-3.0	-9.8	-2.4	1.2	0.4
CCN(CC)S(=O)(=O)c1cc(C(=O)OCC(=O)Nc2cccc(Br)c2)ccc1F	8.4	-9.0	18.2	-2.9	-16.3	-5.3	-0.5	2.5	-14.5
CCOC(=O)N1CCN(C(=O)CSc2nnc(-c3cc(OC)cc(OC)c3)o2)CC1	-8.6	-3.3	16.3	16.6	-6.0	-1.4	1.9	0.2	-11.0
Cc1ccc(N(C(=O)CNC(=O)c2ccco2)C(C(=O)NC2CCCC2)c2ccncc2)cc1C (configuration not stated)	-21.9	0.2	-0.8	2.0	-18.5	-2.3	-8.3	0.2	-8.3
CCCn1c(=C(C#N)C#N)s/c(=C2\C=Cc3ccccc3N2CC)c1=O	0.8	/	5.6	-4.3	/	-1.3	-2.9	-0.3	8.1
O=C(NC1CCCC1)C(c1cccs1)N(CC1CCCO1)C(=O)Cc1cccs1 (configuration not stated)	-5.5	-13.2	3.0	13.9	-19.9	-1.5	-25.5	0.8	12.4
O=C(COC(=O)/C=C/c1cccs1)NC1CC1	-15.6	3.6	3.0	9.8	16.9	-0.9	-11.8	0.1	-0.7
CCC(C(=O)Nc1cccnc1)c1ccccc1 (configuration not stated)	3.6	-16.0	3.5	-16.8	-6.6	-3.6	-6.2	-0.4	-16.0
Cc1ccc(C(=O)COc2nc(C)cc(C)c2C#N)cc1	-6.1	-8.5	8.9	17.1	4.5	-5.7	-1.8	0.1	-14.7
CCOC(=O)Cn1nc(-c2ccccc2)c2cnc3ccc(CC)cc3c21	-1.5	-8.6	1.6	17.0	-11.5	-4.0	6.5	3.2	28.3
COc1ccc(C2NC(=S)NC3=C2N2CCC3CC2)cc1 (configuration not stated)	8.0	-8.1	1.2	-10.3	-8.4	-3.0	9.2	0.0	-13.2
O=C(CCN1C(=O)c2ccc([N+](=O)[O-])cc2C1=O)Nc1cccc(O)c1	-2.1	-5.1	0.7	13.2	2.7	-5.2	-7.6	1.5	-4.2
OC(c1ccccc1)C(CN1CCOCC1)c1ccccc1 (configuration not stated)	-14.4	-1.3	0.1	21.7	-7.5	-4.7	-25.3	1.2	-21.0
CCCC(C)NC(=O)CN1C(=O)c2cccc3cccc1c23 (configuration not stated)	18.4	-4.7	-0.1	-20.6	-7.9	-1.3	-2.6	0.3	-3.3
CCOC(=O)C1C(=O)C(C(=O)OCC)C(c2cccnc2)NC1c1cccnc1 (configuration not stated)	-13.5	-4.2	-2.6	6.3	-21.3	-1.2	5.1	0.2	-18.5
CC(C)N(C(=O)[C@H]1C[C@H](CC(=O)NCCCN(C)C)C(=O)N2CCc3c([nH]c4ccc(Cl)cc34)[C@]12C)C(C)C	-7.8	/	1.8	20.2	-14.6	-2.1	-12.6	-0.2	-4.6
CC1(C)CC(=O)C2=C(C1)NC(=O)NC2c1ccc([N+](=O)[O-])cc1 (configuration not stated)	-17.1	-10.5	-3.2	3.5	-2.1	-1.6	-14.6	1.3	-2.7
CCOC(=O)[C@H]1[C@H]2COc3ccc(Cl)cc3[C@@H]2N2C(=O)c3ccc(F)cc3NC(=O)[C@@]12C	-13.9	7.1	10.4	0.1	-26.6	-7.6	-10.9	-1.0	-2.1
COC(=O)CCc1c(COC(C)=O)[nH]c(C(=O)OCc2ccccc2)c1C	-12.8	-7.7	16.1	5.3	-2.8	0.9	-11.5	1.4	-7.0
O=C(NCCN1CCC(n2c(=O)[nH]c3ccccc32)CC1)c1ccc(OC(F)(F)F)cc1	-24.8	/	4.2	10.6	/	/	/	2.4	3.2

Record cards, as listed above. Values in the order: CHO-K1 Ca antag, OXTR potentiator, TAAR1 agonist, CHO-K1 Ca PAM, CHO parental Ca, M1 ag, M1 antag, CHO-K1 Ca ag, TAAR1 antag
CCCC(C)NC(=O)CN1C(=O)c2cccc3cccc1c23 (configuration not stated) is listed as 18.4, -4.7, -0.1, -20.6, -7.9, -1.3, -2.6, 0.3, -3.3
COc1ccc(C2NC(=S)NC3=C2N2CCC3CC2)cc1 (configuration not stated) is listed as 8.0, -8.1, 1.2, -10.3, -8.4, -3.0, 9.2, 0.0, -13.2

Going on with the list:
molecule	CHO-K1 Ca antag	OXTR potentiator	TAAR1 agonist	CHO-K1 Ca PAM	CHO parental Ca	M1 ag	M1 antag	CHO-K1 Ca ag	TAAR1 antag
C[C@H]1CN([C@@H](C)CO)C(=O)CCCn2nncc2CO[C@H]1CN(C)C(=O)C1CCCCC1	-7.0	/	-0.3	14.4	/	-1.7	-22.8	0.1	2.1
CC(=O)OC(COc1ccccc1)Cn1cnc2cc(C)c(C)cc21 (configuration not stated)	-11.7	-0.6	10.2	21.9	-21.8	-3.5	-3.2	1.9	19.6
Cc1ccc(CNC(=O)C2CCC(=O)N(CC3CCCCC3)C2)o1 (configuration not stated)	14.4	2.2	1.1	-19.0	-12.9	-3.3	5.9	0.2	-16.5
COc1ccc(C(C(=O)NC2CCCCC2)N(C(=O)c2sc(C)nc2C)c2ccc(OC)cc2)cc1 (configuration not stated)	-12.4	-5.2	0.2	10.4	-6.0	-4.8	-20.1	0.9	-7.7
COc1ccc(N/C(=C/[N+](=O)[O-])SC)cc1	-11.9	-12.5	3.8	21.6	-12.1	-4.6	-6.9	0.5	-9.9
Cc1ccc2c(c1)N(C(=O)CCC(=O)NCCCN1CC(C)CC(C)C1)CCO2 (configuration not stated)	5.2	-1.2	-0.3	-8.0	3.7	-5.4	13.9	4.4	5.1
O=C(COc1ccccc1F)NNC(=O)c1ccc(N2CCCCC2)c([N+](=O)[O-])c1	-10.9	-7.6	0.7	15.2	-10.2	-7.1	-10.9	7.1	-2.4
CC1CCC(C(C)C)C(OC(=O)Cn2c(-c3ccc(Cl)cc3)[n+](C)c3ccccc32)C1 (configuration not stated)	11.5	-4.2	2.0	-14.3	24.9	-3.8	42.0*	1.0	-4.8
Cc1ccc(N(C(=O)CNC(=O)c2ccco2)C(C(=O)NC2CCCC2)c2ccncc2)cc1F (configuration not stated)	-10.5	-9.5	1.0	-11.7	-12.1	-4.2	-10.2	-0.3	-16.6
Cc1cc(C)c(C(=O)COC(=O)Cn2nc(-c3ccccc3)oc2=O)cc1C	-17.7	-4.8	1.4	11.3	-3.9	-5.0	-6.9	0.7	11.3
COc1cc(OC)c(OC)cc1CCC(C)NCCC(c1ccccc1)c1ccccc1 (configuration not stated)	14.3	-24.1	51.8*	-4.3	-1.4	-8.7	73.7*	5.1	23.3
O=C(Nc1ccc2c(c1)OCCO2)c1ccc(Br)cc1	4.8	-9.1	-0.9	-6.1	-7.1	2.4	2.2	0.2	-4.3
CC1=Nc2cc(C(=O)NCCCOC(C)C)ccc2Sc2ccc(C)cc21	-5.1	-9.9	-1.6	6.8	-25.6	-1.9	-12.0	2.2	-9.1
CC(Oc1ccc2ccc(=O)oc2c1)C(=O)N1CCOCC1 (configuration not stated)	-1.7	-0.4	2.2	11.7	-16.4	-2.4	-4.4	1.0	-18.0
Oc1ccc2[nH]ccc2c1	1.9	-6.7	-1.2	2.7	4.0	-2.2	-1.9	1.0	12.0
Cc1ccc(NC(=O)c2noc3c2CCCCC3)cc1	-10.3	-1.3	2.9	16.3	-6.4	-8.2	0.7	0.4	-3.4
Cc1c(Cl)cccc1NC(=O)CSc1nnc(C)n1CC1CCCO1 (configuration not stated)	0.2	-6.0	0.1	-7.1	-10.4	0.9	-6.8	-0.4	-9.1
c1cncc(-c2nc(NCC3CCCO3)c3ccccc3n2)c1 (configuration not stated)	2.7	-6.6	/	10.2	-3.8	-6.2	-1.1	2.2	/
CN(C1CCCCC1)S(=O)(=O)c1ccc(SCC(=O)NC(C)(C)C)nc1	-6.1	-7.5	7.0	7.8	-18.1	0.6	-0.2	3.7	4.0
